GALK inhibitor = inhibitors of human galactokinase. AID 1868. P51570. Purified GALK, Kinase-Glo residual ATP luminescence. 270,000 compounds, 0.007% hits. Potency, µM (top dose mostly 57.5 µM), for the others: top-dose activity change, negative = inhibition, usual class: inhibitors; note: potency is the fitted concentration of half-maximal effect; % is set by controls: 0 for no effect and ±100 for the full control effect
Target sequence (P51570 whole entry, looked up): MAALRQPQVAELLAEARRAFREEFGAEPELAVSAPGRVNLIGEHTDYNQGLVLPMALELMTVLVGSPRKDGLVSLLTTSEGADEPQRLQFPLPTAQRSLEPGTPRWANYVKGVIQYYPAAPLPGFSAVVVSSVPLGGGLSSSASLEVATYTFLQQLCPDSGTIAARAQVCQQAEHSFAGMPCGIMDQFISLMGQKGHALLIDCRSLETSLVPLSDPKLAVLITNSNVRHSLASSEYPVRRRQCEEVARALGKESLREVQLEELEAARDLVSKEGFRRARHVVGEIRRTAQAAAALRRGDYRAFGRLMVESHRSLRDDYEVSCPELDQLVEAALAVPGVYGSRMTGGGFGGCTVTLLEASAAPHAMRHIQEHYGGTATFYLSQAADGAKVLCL
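Compounds were pin-transferred into ATP buffer (35 uM final), then GALK plus galactose (5 nM, 100 uM final) was added. After 1 h at room temperature, Kinase-Glo Plus was added and luminescence read after 10 min.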
AT treatment = candidate therapy for ataxia-telangiectasia. […] A-T fibroblasts, KAP-1 phosphorylation AlphaLISA; neocarzinostatin DNA damage 30 min before lysis. Potency, µM (series often up to 57.5 µM), inactives show top-dose activation, actives largely listed as activators. 320,000 compounds, 0.19% hits; note: potency is the fitted concentration of half-maximal effect; % of control where 0% means no effect; nearly all actives have a fitted effect of over 45% in size
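hTERT-immortalized A-T patient fibroblasts ([…]), 500 cells/well in OPTI-MEM, 1% FBS, got compounds for 60 min, then NCS for 30 min at 37C. Lysates were then assayed for phospho-KAP-1 by AlphaLISA (anti-pKAP1 donor, anti-KAP1 acceptor beads), 6 hr at 25C.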
ASM inhibitor = blocks human secretory acid sphingomyelinase; P17405; placental ASM, HMU-PC fluorogenic substrate, 60 min; Potency, µM (doses to about 57.5 µM), without a hit: at the highest dose activity change, negative = inhibition, most hits filed as inhibitors; 340,000 compounds, 0.006% hits; note: potency is the fitted concentration of half-maximal effect
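Human placenta-derived ASM enzyme was preincubated with compound for 10 minutes at room temperature, then given fluorogenic substrate HMU-PC0 (9 uM final) for 60 minutes at 37 °C; a pH 10 stop preceded fluorescence reading at Ex 386/Em 447 nm.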
Coupling enz = counter-screen for Giardia aldolase inhibitors: coupling enzyme system | coupling enzyme system counterscreen, AmpLite Red fluorescence | activity change, negative = inhibition, % at 58.2 µM, hits read low | 290,000 compounds, 0.67% hits; in the data active = activity change below about -30%; note: % is set by controls: 0 for no effect and ±100 for the full control effect
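Counterscreen lacking aldolase: glyceraldehyde-3-phosphate coupling-enzyme reagent preincubated 10 min at RT with compound (at 57.5 uM final), then substrate/coupling system with AmpLite Red added; fluorescence read at 525/598 nm after 20 min RT.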
TRPV1 agonist = human TRPV1 agonism. Q8NER1. TRPV1-expressing cells, Fluo-8 calcium influx, agonist mode. activation, % at 8.33 µM. 320,000 compounds, 0.19% hits. AID 540275; in the data active = activation above about 80%; inconclusive = between about 30% and that limit; note: 0% is about no effect
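Cells expressing TRPV1 were dye-loaded with Fluo-8 and read kinetically: 10 s baseline, 3 min after compound (agonist portion), then 2 min after EC20 capsaicin (allosteric enhancer portion). Calcium-bound dye fluorescence at 480/520 nm.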
Integrin act MD = activators of alpha7 integrin expression for muscular dystrophy. alpha7betagal myoblasts, beta-gal FDG fluorescence, 48 h. Potency, µM (top dose mostly 38.3 µM), inactives show top-dose activation, actives largely listed as activators. 350,000 compounds, 0.064% hits. AID 624291;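 note: potency is the fitted concentration of half-maximal effect; 100% = response of the positive control SU9516; nearly all actives have a fitted effect of over 60% in size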
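Alpha7betagal+/- myoblasts (passage 13) were plated 16-24 hr, then exposed to compounds (1:260 dilution of DMSO stock) for 48 hours at 37C. After MPER lysis, β-galactosidase reporter activity was read as FDG fluorescence (ex 480/em 540) after 30 minutes.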
MBNL1 CUG block = inhibitors of human MBNL1 binding to CUG repeat RNA | AID 2675 | TR-FRET MBNL1-His/biotin-(CUG)12 binding, 665/545 ratio | 280,000 compounds, 0.036% hits | Q9NR56 | Potency, µM (top dose mostly 57.5 µM), inactives show at the highest dose activity change, negative = inhibition, most hits filed as inhibitors; active = well fitted inhibition curve with a large enough effect in the signal ratio, with a control signal flat, not every such curve was filed as active; inconclusive = small, poorly fitted or top-dose-only effect, or effect the other way, or a change in a side signal; inactive = no such curve, though single readings can be large or run the other way; the % refers to the signal ratio; note: potency is the fitted concentration of half-maximal effect; % is set by controls: 0 for no effect and ±100 for the full control effect
Target sequence (Q9NR56 whole entry, looked up): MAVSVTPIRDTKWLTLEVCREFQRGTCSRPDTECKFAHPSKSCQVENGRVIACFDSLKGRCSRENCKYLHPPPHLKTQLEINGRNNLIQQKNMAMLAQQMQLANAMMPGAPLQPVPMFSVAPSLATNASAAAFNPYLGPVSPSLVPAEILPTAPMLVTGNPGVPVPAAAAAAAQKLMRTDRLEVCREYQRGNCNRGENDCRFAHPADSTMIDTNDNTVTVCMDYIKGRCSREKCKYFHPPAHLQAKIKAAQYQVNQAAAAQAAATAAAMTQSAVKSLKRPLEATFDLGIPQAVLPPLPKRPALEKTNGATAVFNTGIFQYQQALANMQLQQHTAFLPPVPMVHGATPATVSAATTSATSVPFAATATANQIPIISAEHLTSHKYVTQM
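His-tagged MBNL1 binding to biotinylated (CUG)12 RNA was measured by TR-FRET using terbium anti-His antibody (0.055 ng/ul final) and streptavidin-XL665 (5 nM final). Compounds were titrated 92 nM to 58 uM; 60 min at room temperature.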
CXXC DNA block = inhibitors of human MLL CXXC domain-DNA interaction | Q03164 | MLL-CXXC / FITC-HOXA9 DNA fluorescence polarization | Potency, µM (top dose mostly 115 µM), for inactives: at the highest dose activity change, negative = inhibition, most hits filed as inhibitors | 290,000 compounds, 0.037% hits; active = well fitted inhibition curve with a large enough effect in the polarisation, with a control signal flat, not every such curve was filed as active; inconclusive = small, poorly fitted or top-dose-only effect, or effect the other way, or a change in a side signal; inactive = no such curve, though single readings can be large or run the other way; the % refers to the polarisation; note: potency is the fitted concentration of half-maximal effect
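Purified MLL-CXXC (added from a 7 uM solution) was preincubated 5 min at ambient with pinned compounds in 50 mM Tris-HCl pH 7.5, 50 mM NaCl, 1 mM DTT, 0.05% BSA. Fluorescein-labeled HOX-A9 DNA (50 nM solution) followed, 30 min, then polarization read.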
KCNH2 3.1 inh = KCNH2 3.1 (human) potassium channel inhibition. U2OS KCNH2 3.1, thallium flux FluxOr; active compounds read low. 340,000 compounds, 0.95% hits. activity change, % (tested at about 1.8 µM);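 active = maximum activity change below -70%; inconclusive = maximum activity change from -70% to -50%; inactive = maximum activity change above -50%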;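 note: thallium influx rate constant from kinetic fluorescence after stimulation buffer; % is set by controls: 0 for no effect and ±100 for the full control effect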
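U2OS cells transduced with KCNH2 3.1 mutant virus (1.77 x 10^8 /mL, 4 h), plated overnight at 37 C, loaded 45 min with FluxOr dye plus Red40 quencher. Thallium flux rate constant from kinetic reads after stimulation buffer, normalised to controls.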
KCNH2 WT inh = blocks the wildtype human KCNH2 potassium channel | 340,000 compounds, 0.37% hits | activity change, % at 1.84 µM | U2OS, BacMam KCNH2, thallium flux FluxOr; active compounds read low | Q12809 | AID 720551;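 active = maximum activity change below -70%; inconclusive = maximum activity change between -70% and -50%; inactive = maximum activity change above -50%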; note: % is set by controls: 0 for no effect and ±100 for the full control effect
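U2OS cells transduced with wild-type KCNH2 virus are loaded with FluxOr dye for 45 min, and thallium flux is measured in kinetic reads before and after stimulation buffer. Rate constants are normalized to DMSO controls.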
Numbers without * were called inactive; ? = inconclusive; / = not tested or not shown; & = joins results of further samples; ! = not confirmed by another sample; [ ] = remark or other dose. Unless noted, calls come from the whole dose curve; as a rule, active = well fitted curve in the direction sought with a large enough effect; inconclusive = small, poorly fitted or top-dose-only effect, or another doubt; inactive = no such curve, though single readings can be large; an effect the other way counts as inactive or inconclusive.

SMILES	GALK inhibitor	AT treatment	ASM inhibitor	Coupling enz	TRPV1 agonist	Integrin act MD	MBNL1 CUG block	CXXC DNA block	KCNH2 3.1 inh	KCNH2 WT inh
O=C(COc1ccc(Cl)cc1)NCc1nnc(SCC(=O)N2CCCCC2)o1	1%	/	1%	3	6	-18%	-10%	-3%	-8	-3
N#Cc1nc(-c2ccc(F)cc2)oc1NCCCn1ccnc1	-2%	2%	/	3	0	/	-3%	10%	/	/
COc1ccc(/C(C)=N/NC(=O)c2ccc(CSc3nncn3C)cc2)cc1	0%	4%	9%	3	1	-29%	/	-3%	11	0
Cc1ccc(S(=O)(=O)n2cnc3cc([N+](=O)[O-])ccc32)cc1C	-5%	-5%	0%	-1	2	30%	?	2%	2	1
COc1ccc(C2CC(c3ccc(C)cc3)=NN2C(=O)c2ccccc2)cc1 (stereo not given)	-2%	-7%	-19%	1	-2	27%	-10%	22%	-10	-1
Cc1nn(-c2ccccc2Cl)c(Cl)c1/C=N/Nc1nc2ccccc2s1	-1%	8%	1%	-1	-2	5%	/	11%	23	-3
Cc1c(Cl)cccc1Nc1n[nH]c(=S)s1	/	/	-2%	/	/	31%	/	/	4	4
Cc1cc(C)cc(N2CCCn3c2nc2c3c(=O)n(CC(=O)OCc3ccccc3)c(=O)n2C)c1	-2%	2%	-6%	-1	-1	23%	-6%	0%	-5	5
CCOC(=O)N1CCN(C(=O)c2cc(OCC)c(OCC)c(OCC)c2)CC1	1%	3%[11.5 µM]	-2%	0	-1	0%	8%	-1%	5	-24
COC(=O)c1cc(S(=O)(=O)N(C)C2CCCCC2)c[nH]1	8%	1%	1%	2	22	42%	-11%	1%	-120*	13
CCOc1ccc(C(=O)NC(=S)Nc2cccnc2)cc1[N+](=O)[O-]	-1%	/	-3%	0	-1	28%	2%	7%	27	14
Cc1c(N=C2C=CC(=O)c3ccccc32)c(=O)n(-c2ccccc2)n1C	2%	0%	-2%	-52*	0	-62%[inhibitor]	?	?	5	-6
N=c1c(C(=O)NCC2CCCO2)cc2c(=O)n3ccccc3nc2n1Cc1ccco1 (stereo not given)	-1%	5%	408%[activator]	-1	?	2%	?	6%	0	8
CC(=O)Nc1ccc(S(=O)(=O)NCCSc2ccccn2)cc1	-3%	7%	4%	1	-4	-17%	-1%	11%	4	12
Cc1cnccc1CN(C)Cc1cn(C)nc1-c1ccc(Oc2ccccc2)cc1	4%	5%	-1%	0	-2	-44%	0%	-12%	-34	4
Cc1ccc2nc(SC(C)C(=O)NCc3ccco3)[nH]c2c1 (stereo not given)	4%	23%	-3%	-8	2	0%	6%	-3%	-11	0
CC(=O)c1cnc2cc(C)nn2c1C	0%	-4%	3%	0	5	1%	2%	-5%	0	17
COc1cccc(-c2cccc(NC(=O)C3CCN(Cc4ccc(CO)o4)CC3)c2)c1	-6%	10%	3%	/	0	?	0%	-1%	7	0
O=C(NNS(=O)(=O)c1ccccc1)c1ccc(F)cc1	-1%	9%	-3%	0	1	-29%	47%[activator]	4%	-9	-7
CCn1c(SCC(=O)NCc2ccc(C)cc2)nnc1-c1ccncc1	-2%	2%	4%	1	1	-18%	-1%	6%	4	-20
Cc1c(NC(=O)Nc2cccc(Cl)c2)c(=O)n(-c2ccccc2)n1C	2%	-14%	-1%	2	-1	19%	-10%	3%	-4	13
COc1ccc(N(CC(=O)N2CCCC2)S(C)(=O)=O)cc1	6%	5%	5%	3	1	9%	-7%	-11%	2	3
CCN1CCCC1CNCc1ccc(OCc2ccc(Cl)nc2)c(OC)c1 (stereo not given)	1%	47%	5%	1	9	-4%	-2%	-2%	-14	10
Cc1cc(NC(=O)CSc2nnc(-c3c[nH]c4ccccc34)n2C)no1	-4%	-3%	-3%	1	2	24%	-5%	37%[activator]	8	12
CCCCn1nc(C(=O)N(C)CC(=O)Nc2cccc(F)c2)c2ccccc2c1=O	/	-4%	-3%	/	-5	33%	/	/	-9	2
COC(=O)c1sccc1S(=O)(=O)Nc1ccc(Cl)cc1	12%	5%	3%	-8	7	34%	-1%	5%	-17	-2
COc1ccc(/C=C/c2nc(N)nc(-c3ccccc3O)n2)cc1OC	-1%	-9%	?	2	2	3%	?	1%	13	-7
S=C(Nc1ccccc1)Nc1nc2ccccc2n1CCOc1ccc(Br)cc1	0%	-5%	-3%	-1	-2	24%	5%	22%	-5	27
O=C(O)/C=C/c1ccc(O)c(O)c1	-1%	/	20%	-30*!	3	/	5%	18%&3%	13	0
C#CCNC(=O)C1=C[C@@H](C2CC2)C[C@@H](OCc2ccc(CO)cc2)O1	-3%	11%	5%	4	-4	2%	-8%	-1%	/	/
Clc1cccc(/C=N/Nc2ncnc3ccccc23)c1	3%	-6%	-14%	0	21	4%	20%	1%	2	-10
O=C(Cc1ccc(Br)c2ccccc12)N/N=C/c1ccccn1	0%	3%	-5%	1	6	-31%	24%	4%	-5	-3
COc1ccc2nc(SCC(=O)Nc3ccc(S(=O)(=O)Nc4onc(C)c4C)cc3)[nH]c2c1	1%	/	4%	14	0	5%	?	3%	-19	-20
COc1cc(OC)cc(C(=O)NCCCCCCNC(=O)c2cc(OC)cc(OC)c2)c1	/	2%	-1%	/	7	-4%	/	/	5	8
COc1ccc(OC)c(CCNC(=O)c2ccc(CS(=O)Cc3ccc(Cl)cc3)o2)c1 (stereo not given)	-3%	11%	0%	/	-1	11%	-4%	3%	-4	-10
CCOc1ccc(C(=O)NCC(=O)OCC(=O)N2C(C)CCCC2C)cc1 (stereo not given)	0%	/	-1%	0	-4	3%	4%	-10%	-2	4
COc1ccc(-c2ccc(=O)n(Cc3cc(=O)n4ccccc4n3)n2)cc1	-3%	5%	6%	-2	1	-6%	?	2%	6	10
Cc1ccccc1COC(=O)CNC(=O)c1sc2ccccc2c1Cl	/	-1%	-9%	/	9	-7%	/	/	5	-12
CCOc1ccc(C2CC(c3ccc(CC)cc3)Nc3nc(N)nn32)cc1 (stereo not given)	-2%	3%	0%	2	-3	8%	1%	-7%	-1	-4
O=S(=O)(Nc1ccc2c(c1)OCO2)c1ccc(Br)s1	0%	1%	-3%	-6	0	6%	4%	0%	-11	-42
Cc1nc2cc(-c3cccc(F)c3)nn2c(C)c1CCC(=O)NC(C)CCc1ccco1 (stereo not given)	2%	-3%	-1%	0	0	13%	4%	-7%	-6	-1
CC(NC(=O)C1CCCN(S(=O)(=O)N2CCOCC2)C1)c1ccccc1 (stereo not given)	5%	20%	-2%	/	2	-35%	-7%	9%	-17	-6
COc1ccccc1/C=C/C(=O)OCC(=O)Nc1nnc(-c2ccccc2)o1	/	-5%	/	/	0	0%	/	/	3	0
CN(C)CCCN(C(=O)c1ccc(C(=O)c2ccccc2)cc1)c1nc2cc3c(cc2s1)OCO3	-3%	-3%	-21%	0	1	-28%	5%	-1%	-26	21
Cc1ccc(Nc2nc(N)c([N+](=O)[O-])c(N3CCCC(C)C3)n2)cc1C (stereo not given)	-1%	0%	-20%	-2	0	8%	1%	-1%	-9	-2

Ordered by value in Integrin act MD (descending): 3 of the compounds above.
Compound | Integrin act MD
COc1ccc2nc(SCC(=O)Nc3ccc(S(=O)(=O)Nc4onc(C)c4C)cc3)[nH]c2c1 | 5%
COc1cc(OC)cc(C(=O)NCCCCCCNC(=O)c2cc(OC)cc(OC)c2)c1 | -4%
O=C(Cc1ccc(Br)c2ccccc12)N/N=C/c1ccccn1 | -31%

The list goes on.
SMILES	GALK inhibitor	AT treatment	ASM inhibitor	Coupling enz	TRPV1 agonist	Integrin act MD	MBNL1 CUG block	CXXC DNA block	KCNH2 3.1 inh	KCNH2 WT inh
O=C(c1ccccc1Cl)N1CCC(N2CCC(C(=O)N3CCCC3)CC2)CC1	6%	-6%	2%	0	4	?	2%	16%	-87*	-10
COc1ccc(N(Cc2cc(=O)[nH]c3ccccc23)C(=O)C(C)C)cc1	-2%	-15%	-12%	6	-2	1%	0%	16%	-14	-6
Nc1cc2c(cc1Br)-c1ccc(F)cc1C2=O	/	/	-3%	/	/	17%	/	/	-4	-5
Nc1nc(SCC(=O)c2c(N)n(C3CC3)c(=O)[nH]c2=O)n[nH]1	/	-8%	4%	/	-1	0%	/	/	-4	0
CCCCCN(C(=O)CCC(=O)OCCOc1cccc(C)c1)c1c(N)n(CCCC)c(=O)[nH]c1=O	/	6%	0%	/	4	17%	/	/	-12	0
CC(C)(C)c1ccc(C(=O)OCCNC(=O)c2c(Cl)nc3ccccn23)cc1	-3%	7%	-20%	-2	0	-23%	-1%	-17%	-4	-8
Cc1ccc(NC(=O)C2CCCN(S(=O)(=O)c3ccc4[nH]c(=O)ccc4c3)C2)cc1C (stereo not given)	/	-3%	-7%	-1	0	14%	40%[activator]	/	-5	16

Bioassay records (PubChem)
